# Bioassay records as filed in PubChem BioAssay.
# Thrombin inh – blocks human thrombin protease activity; P00734; alpha-thrombin, Boc-VPR-AMC fluorogenic substrate cleavage; inhibition, % at 5 µM; 220,000 tested, 0.26% active;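 active = inhibition at or above 40%; inactive = inhibition below 40%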;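 note: 0% = enzyme with no compound and 100% = wells without enzyme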
#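 signal = AMC fluorescence, 355/460 nm | material = human alpha-thrombin enzyme | control set = enzyme without compound as high, wells lacking enzyme as low | times = reaction at room temperature | read-out basis = percent inhibition scaled between no-compound controls and no-enzyme blanks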
# Rad51 HR inh – Rad51 (human) homologous recombination inhibition | Q06609 | hRad51 DNA strand exchange, fluorescence dequenching | inhibition, % at 10 µM | 200,000 tested, 0.085% active;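 active = inhibition above 40% at the single screening dose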;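 note: 0% = DMSO control wells and 100% = blanks with heterologous ssDNA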
#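 material = hRad51 filaments on single-stranded DNA | reagent = Donor/quencher-labelled 47-bp dsDNA substrate | compound = 10 µM final, single point | schedule = strand-exchange reaction 15 min at room temperature | measured by = fluorescein emission 520 nm, excitation 485 nm | read-out basis = % inhibition versus plate control and blank means | benchmarks = plate controls and plate blanks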
# Furin inh – human furin inhibition; P09958; purified furin, fluorogenic substrate cleavage; inhibition, % at 30 µM; 220,000 tested, 0.061% active; AID 463115; in the data active = inhibition above about 25%; note: inactives centre near -15
# KLK5 inh – blocks human kallikrein 5 protease activity; Q9Y337; recombinant hK5, fluorogenic AMC substrate cleavage; inhibition, % at 5 µM; 210,000 tested, 0.59% active;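 active = inhibition of 40% or more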;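 note: 0% = enzyme controls without compound and 100% = no-enzyme blanks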
# m-calpain inh – calpain II (pig) inhibition. 220,000 tested, 0.37% active. purified calpain II, fluorogenic peptide substrate, 30 min. inhibition, % at 16 µM;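 active = inhibition above about 50%, limit read from the data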
# PERK inhibitor – human PERK inhibition, primary cell-based screen. Q9NZJ5. CHO PERK-DD fusion, SEAP luminescence translation reporter. inhibition, % at 5.6 µM. 220,000 tested, 0.17% active;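 active = inhibition above the mean inhibition of all tested compounds plus 3 SD, set separately per screening campaign, cut at about 2.9% in these data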;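 note: PERK kinase domain activated by AP20187 dimerizer at 100 nM; 0% = DMSO with dimerizer and 100% = rapamycin at 8.4 µM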
# Target sequence (Q9NZJ5 whole entry, looked up, the tested form may be a part): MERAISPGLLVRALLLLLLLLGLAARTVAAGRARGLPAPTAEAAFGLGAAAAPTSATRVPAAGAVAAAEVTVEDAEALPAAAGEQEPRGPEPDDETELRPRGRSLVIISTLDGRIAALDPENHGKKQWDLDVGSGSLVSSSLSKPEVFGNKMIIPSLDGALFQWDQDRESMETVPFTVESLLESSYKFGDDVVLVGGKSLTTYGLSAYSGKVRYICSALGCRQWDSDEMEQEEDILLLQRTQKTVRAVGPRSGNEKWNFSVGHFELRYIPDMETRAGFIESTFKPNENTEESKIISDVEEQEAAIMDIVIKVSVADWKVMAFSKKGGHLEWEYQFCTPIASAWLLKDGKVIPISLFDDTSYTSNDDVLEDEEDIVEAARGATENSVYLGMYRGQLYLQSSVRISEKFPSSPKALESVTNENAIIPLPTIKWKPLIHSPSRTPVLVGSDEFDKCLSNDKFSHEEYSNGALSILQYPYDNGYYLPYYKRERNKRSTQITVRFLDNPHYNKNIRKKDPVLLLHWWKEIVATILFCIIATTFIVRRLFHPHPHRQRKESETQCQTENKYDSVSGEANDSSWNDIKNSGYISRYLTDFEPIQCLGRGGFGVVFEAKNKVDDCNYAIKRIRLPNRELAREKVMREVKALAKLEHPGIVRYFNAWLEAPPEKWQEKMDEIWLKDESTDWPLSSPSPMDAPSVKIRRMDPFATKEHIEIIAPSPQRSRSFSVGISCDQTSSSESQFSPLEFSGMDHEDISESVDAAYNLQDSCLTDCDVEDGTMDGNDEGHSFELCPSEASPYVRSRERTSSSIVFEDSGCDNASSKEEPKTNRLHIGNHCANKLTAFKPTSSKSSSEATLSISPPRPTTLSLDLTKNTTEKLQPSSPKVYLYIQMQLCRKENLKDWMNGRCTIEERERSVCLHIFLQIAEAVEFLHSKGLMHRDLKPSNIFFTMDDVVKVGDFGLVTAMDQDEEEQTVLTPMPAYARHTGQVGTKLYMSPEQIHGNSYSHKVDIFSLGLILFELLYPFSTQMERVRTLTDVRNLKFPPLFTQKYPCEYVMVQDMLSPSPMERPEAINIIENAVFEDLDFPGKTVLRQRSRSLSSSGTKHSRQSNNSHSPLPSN
# FXIIa inh 1536 – inhibitors of human coagulation factor XIIa | inhibition, % at 5 µM | P00748 | purified FXIIa, Boc-QGR-AMC fluorogenic substrate, 2 h | 220,000 tested, 0.3% active; in the data active = inhibition above about 40%;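 note: 0% = enzyme with no compound and 100% = blank without enzyme; many of its hits are not listed in these tables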
# FXIa inh 1536 – blocks human coagulation factor XIa protease activity. 220,000 tested, 0.14% active. purified FXIa, Boc-Glu-Ala-Arg-AMC fluorogenic substrate. inhibition, % at 5 µM;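 active = inhibition of at least 40%; inactive = inhibition below 40%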;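 note: fluorescence of freed AMC excited at 355 nm; 0% = enzyme without compound and 100% = no enzyme blank; many of its hits are not listed in these tables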
# KCC2 mod – modulates chloride dependent transport by human KCC2. B-score of Tl+ flux slope (higher = more flux/activation; lower = inhibition) at 10 µM. KCC2 cells, thallium flux FluoZin-2 fluorescence. 190,000 tested, 2.2% active. Q9H2X9. AID 1456;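 active = thallium flux slope and its plate-corrected score both differing from the plate sample mean at a set confidence after two filtering rounds, in either direction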;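 note: slope of fluorescence scaled to starting intensity during 10 to 20 s after thallium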
# * marks the source's active call; other numbers are inactive results; . = not tested or not shown; [ ] = remark or other dose. Only part of the results is shown (hit frequency here may not be typical).
1: O=C(O)c1ccc(NS(=O)(=O)c2ccc3c(c2)C(=O)c2cc(S(=O)(=O)Nc4ccc(C(=O)O)cc4)ccc2-3)cc1
2: COc1ccccc1CN(Cc1nc2ccccc2c(=O)[nH]1)C(=O)Nc1cccc(C)c1
3: O=C(COc1ccc(Br)cc1CO)Nc1ccccc1F
4: CSc1nc(C(=O)N2CCc3c([nH]c4ccccc34)C2c2ccccn2)cs1 (stereo unspecified)
5: Cc1ccc(S(=O)(=O)N2CCCC(C(=O)NCc3cccnc3)C2)cc1Cl (stereo unspecified)
6: COc1ccc(C(=O)NC(=S)NNC(=O)c2c(-c3ccccc3)noc2C)cc1OC
7: CSCCC(NC(=O)c1ccccc1)C(=O)OCC(=O)c1ccc[nH]1 (stereo unspecified)
8: O=C(c1cccc(F)c1)N1CCN=C1SCc1cccnc1
assay / entry	1	2	3	4	5	6	7	8
KLK5 inh	-1	-14	-10	2	12	-18	-16	-4
FXIa inh 1536	-7	7	5	1	3	-7	-2	-5
FXIIa inh 1536	13	15	14	7	1	6	3	16
m-calpain inh	-29	3	-5	8	-9	-34	-24	-3
Rad51 HR inh	14	0	4	-4	2	-12	0	-6
KCC2 mod	0.71	-1.1	0.32	-0.72	0.38	1	0.73	0.38
Thrombin inh	-23	6	-3	-9	-4	-2	-12	-5
PERK inhibitor	-0.1	-1.3	-0.7	-0.8	-1.6	0.5	0.0	-1.3
Furin inh	-33	-15[20 µM]	-17[20 µM]	-9	2	-28	-11	7

9: COC(=O)CSC1=C(C#N)C(c2ccsc2)CC(=O)N1 (stereo unspecified)
10: CCc1ccc(NC(=O)C(C)OC(=O)CCC(=O)c2cccs2)cc1 (stereo unspecified)
11: Cc1ccc(CSc2nnc3c(n2)OC2(Nc4ccccc4-3)C(=O)Nc3ccc(F)cc32)cc1 (stereo unspecified)
12: O=C(CSc1nnc2ccccn12)Nc1ccc(S(=O)(=O)N2CCOCC2)cc1
13: O=C(COC(=O)C1COc2ccccc2O1)Nc1ccc2c(c1)CCC2 (stereo unspecified)
14: Cc1cc(C)nc(NC(=O)CSc2nc3cc(Cl)ccc3s2)n1
15: O=[N+]([O-])c1cc(Cl)ccc1Sc1cccc2cccnc12
16: COc1cc(C(=O)N2CCC(C(=O)Nc3cccc(C(C)=O)c3)CC2)cc(OC)c1OC
assay / entry	9	10	11	12	13	14	15	16
KLK5 inh	2	-8	-4	-8	0	1	-21	5
FXIa inh 1536	8	1	10	-5	-1	-18	-7	1
FXIIa inh 1536	17	8	15	5	14	10	8	4
m-calpain inh	-2	-2	-83	-4	-26	-59	45	-14
Rad51 HR inh	2	5	4	7	8	8	3	10
KCC2 mod	-0.023	-2.3	-2.2	0.59	.	0.27	-0.12	1.7
Thrombin inh	3	5	8	2	-4	-1	1	4
PERK inhibitor	0.5	0.1	1.1	-0.1	-0.8	-0.7	0.1	-1.0
Furin inh	-12[20 µM]	3	-19[20 µM]	-7	-10	-11[20 µM]	-7[20 µM]	-16

# Of the compounds above, two contain a thiophene ring, fused or not.
9: COC(=O)CSC1=C(C#N)C(c2ccsc2)CC(=O)N1 (stereo unspecified)
10: CCc1ccc(NC(=O)C(C)OC(=O)CCC(=O)c2cccs2)cc1 (stereo unspecified)
assay / entry	9	10
KLK5 inh	2	-8
FXIa inh 1536	8	1
FXIIa inh 1536	17	8
m-calpain inh	-2	-2
Rad51 HR inh	2	5
KCC2 mod	-0.023	-2.3
Thrombin inh	3	5
PERK inhibitor	0.5	0.1
Furin inh	-12[20 µM]	3

# (list continues)
17: O=C(Nc1ccc(S(=O)(=O)NCc2ccco2)cc1)c1ccncc1
18: O=C(NNC1=NCCC1)c1cccc(Br)c1
19: COc1ccccc1NCC(=O)N/N=C(\C)c1cccs1
20: CCN1CCc2c(sc(NC(=O)c3ccc(S(=O)(=O)N4CCOCC4)cc3)c2C(N)=O)C1
21: COC(=O)c1ccncc1C(=O)Nc1ccc(OC)cc1
22: COc1ccc(-n2c3c(cc(C(=O)Nc4ccc(C)cc4)c2=O)C(=O)CCC3)cc1
23: CC1(C)Cc2c(sc3nc(-c4cccs4)n(N)c(=O)c23)CO1
24: Cc1ccc(S(=O)(=O)c2c(N)n(CCN3CCOCC3)c3nc4ccccc4nc23)cc1C
assay / entry	17	18	19	20	21	22	23	24
KLK5 inh	11	8	4	19	0	.	-4	-36
FXIa inh 1536	2	5	-2	0	1	.	-8	-15
FXIIa inh 1536	13	17	6	1	9	.	3	-17
m-calpain inh	-8	-29	-24	13	-9	.	-12	-173
Rad51 HR inh	12	-1	13	0	1	5	3	-5
KCC2 mod	-0.043	0.67	-0.28	1.1	0.33	-0.22	-0.54	-0.021
Thrombin inh	-3	3	2	10	-6	.	-7	-3
PERK inhibitor	0.8	0.9	0.4	1.2	1.2	1.5	0.1	-0.2
Furin inh	-11[20 µM]	-22[20 µM]	-7	-13	-18	15[20 µM]	-2	-9

25: O=C(O)COc1ccc(-c2nnn(CC(=O)O)n2)cc1
26: COc1ccc(N/C(N)=N/c2nc(CSc3ccc(C)cc3)cc(=O)[nH]2)cc1
27: O=C(CSc1nc(O)cc(=O)n1-c1ccccc1)N1CCCCC1
28: CCOc1ccc(-n2c(SCc3cc(=O)oc4cc(C)ccc34)nnc2-c2cccnc2)cc1
29: Cc1csc(NC(=O)CSc2nc3[nH]ncc3c(=O)[nH]2)n1
30: CN(C[C@H](Cc1ccccc1)N(C[C@H](Cc1ccccc1)N(CCC(C)(C)C)N=O)N=O)N=O
31: CC(C)c1ccc(NC(=O)COC(=O)/C=C/c2cccc([N+](=O)[O-])c2)cc1
32: CCOC(=O)N1CCC(N2C(=O)c3ccc(C(=O)Nc4ccc(F)cc4F)cc3C2=O)CC1
assay / entry	25	26	27	28	29	30	31	32
KLK5 inh	-12	4	-15	-18	1	4	-21	1
FXIa inh 1536	-4	-17	-6	9	10	-2	3	3
FXIIa inh 1536	4	18	6	12	3	10	9	9
m-calpain inh	-7	-6	-44	19	-5	28	6	0
Rad51 HR inh	-3	-1	3	.	-1	3	5	9
KCC2 mod	0.072	.	.	-0.38	-0.54	-3.2	0.2	0.54
Thrombin inh	-1	6	-6	-3	-9	0	-1	-4
PERK inhibitor	0.8	0.5	0.9	-0.7	1.5	1.1	1.6	0.9
Furin inh	-24[20 µM]	-21	-15[20 µM]	-17	-26	-35	-22	-25

33: OCCN1CCN(c2cc(C(F)(F)F)nc3ccccc23)CC1
34: COc1ccc2cc(CCN3C(=O)c4ccccc4C3=O)c(=O)[nH]c2c1
35: CC(=O)c1cccc(NC(=O)C2C3C=CC(C3=C(c3ccccc3)c3ccccc3)C2C(=O)O)c1 (stereo unspecified)
36: O=C(CCl)Nc1ccccc1C(=O)NCc1ccccc1
37: COC(=O)c1ccsc1NC(=O)CN1CCN(c2ccc(F)cc2)CC1
38: O=C(CN1C(=O)CCC1=O)Nc1nc(-c2cccs2)cs1
39: O=C(CCc1nnc(CCCc2ccccc2)o1)N1CCCCCC1
40: COC(=O)CSC1=C(C#N)C(c2ccccc2F)CC(=O)N1 (stereo unspecified)
assay / entry	33	34	35	36	37	38	39	40
KLK5 inh	2	-5	-4	-11	-10	-17	.	-1
FXIa inh 1536	1	9	-6	-1	0	1	3	1
FXIIa inh 1536	15	12	4	2	-6	6	8	8
m-calpain inh	-11	-33	-54	0	16	-13	-47	-21
Rad51 HR inh	-9	.	-1	-19	10	3	28	6
KCC2 mod	0.36	-0.02	-0.25	0.15	-0.51	-0.045	0.21	0.16
Thrombin inh	1	5	-11	-3	3	0	0	-1
PERK inhibitor	-0.4	1.0	0.8	0.2	-1.4	0.9	0.7	.
Furin inh	-17	-11	-29	-18	-7[20 µM]	-18	-22	-33

41: COc1ccccc1NC(=O)c1c(NC(=O)CCC(=O)O)sc2c1CCCCC2
42: CCOC(=O)NC(Nc1cc(C)on1)(C(F)(F)F)C(F)(F)F
43: CC(Sc1nncs1)C(=O)Nc1ccc(Cl)cn1 (stereo unspecified)
44: Cc1ccc(C(=O)CSc2cnc3ccccc3n2)cc1C
45: COc1ccccc1NC(=O)C(C)Sc1nnnn1C (stereo unspecified)
46: c1ccc2c(Cn3nnc4ccccc43)cccc2c1
47: O=C(NCc1ccco1)C(c1ccco1)N(CCc1ccccc1)C(=O)Cn1nnc2ccccc21 (stereo unspecified)
48: COC(=O)N1[C@H](C)C=C[C@]1(Cc1ccccc1)C(=O)O
assay / entry	41	42	43	44	45	46	47	48
KLK5 inh	-7	-5	-4	-5	6	23	-22	0
FXIa inh 1536	-8	9	5	1	21	7	8	-3
FXIIa inh 1536	0	14	12	2	20	20	9	4
m-calpain inh	-5	-3	-1	26	24	34	-39	17
Rad51 HR inh	16	2	-6	7	0	9	.	-8
KCC2 mod	0.08	0.3	1.1	0.0093	.	1.7	-1.5	0.065
Thrombin inh	-3	0	-3	-1	12	2	3	-3
PERK inhibitor	0.1	1.1	0.4	0.7	.	0.1	-1.5	-0.2
Furin inh	-5	-19	-15	-1	.	-8[20 µM]	-7	-6

# Exported with tabs: four of the compounds above
entry	Molecule	KLK5 inh	FXIa inh 1536	FXIIa inh 1536	m-calpain inh	Rad51 HR inh	KCC2 mod	Thrombin inh	PERK inhibitor	Furin inh
32	CCOC(=O)N1CCC(N2C(=O)c3ccc(C(=O)Nc4ccc(F)cc4F)cc3C2=O)CC1	1	3	9	0	9	0.54	-4	0.9	-25
33	OCCN1CCN(c2cc(C(F)(F)F)nc3ccccc23)CC1	2	1	15	-11	-9	0.36	1	-0.4	-17
34	COc1ccc2cc(CCN3C(=O)c4ccccc4C3=O)c(=O)[nH]c2c1	-5	9	12	-33	.	-0.02	5	1.0	-11
35	CC(=O)c1cccc(NC(=O)C2C3C=CC(C3=C(c3ccccc3)c3ccccc3)C2C(=O)O)c1 (stereo unspecified)	-4	-6	4	-54	-1	-0.25	-11	0.8	-29

# (more compounds)
49: OCCN1CCN(C(=S)NCCc2ccccc2)CC1
50: CCCCn1c(SCC(=O)Nc2cc(C)on2)nnc1-c1ccco1
51: Cc1ccc(NS(=O)(=O)c2ccc(Br)cc2)nc1
52: O=C(O)c1ccccc1S(=O)CCO (stereo unspecified)
53: CCOc1ccc(CCNC(=O)C2CCCN(c3nn4c(=O)cc(C)nc4s3)C2)cc1 (stereo unspecified)
54: CC(=NCc1ccc2c(c1)OCO2)C1=C(O)c2ccccc2C1=O
55: Cc1cccc(N(Cc2cc3ccccc3[nH]c2=O)C(=O)c2cccs2)c1
assay / entry	49	50	51	52	53	54	55
KLK5 inh	-10	-6	2	10	4	10	1
FXIa inh 1536	-1	3	17	-4	-1	-7	2
FXIIa inh 1536	9	1	8	5	7	-9	9
m-calpain inh	-21	23	-126	4	-27	6	43
Rad51 HR inh	-1	-10	-16	6	-5	6	.
KCC2 mod	0.54	-0.47	-0.032	.	1.1	.	-0.91
Thrombin inh	1	4	2	-2	-2	-6	-4
PERK inhibitor	0.3	-0.2	1.6	-0.2	-0.1	2.2	-1.0
Furin inh	-18[20 µM]	-20[20 µM]	-31	-20[20 µM]	-17	-16[20 µM]	-17
